# ERG Ets-DNA blk – blocks human ERG Ets domain binding to DNA; Potency, µM (top dose mostly 76.9 µM), for inactives: at the top dose FP activity, negative = inhibition, actives largely listed as inhibitors; 370,000 tested, 0.028% active; fluorescence polarization, His-ERG Ets domain / labelled DNA; AID 624246; active = well fitted inhibition curve with a large enough effect in the polarisation, with a control signal flat; inconclusive = small, poorly fitted or top-dose-only effect, or effect the other way, or a change in a side signal; inactive = no such curve, though single readings can be large or run the other way; the % refers to the polarisation;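 note: polarization taken with two DNA probes labelled with fluorescein and Texas red; potency is the fitted concentration of half-maximal effect; % of control where 0% means no effect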
# Target sequence (P11308 whole entry, looked up, the tested form may be a part): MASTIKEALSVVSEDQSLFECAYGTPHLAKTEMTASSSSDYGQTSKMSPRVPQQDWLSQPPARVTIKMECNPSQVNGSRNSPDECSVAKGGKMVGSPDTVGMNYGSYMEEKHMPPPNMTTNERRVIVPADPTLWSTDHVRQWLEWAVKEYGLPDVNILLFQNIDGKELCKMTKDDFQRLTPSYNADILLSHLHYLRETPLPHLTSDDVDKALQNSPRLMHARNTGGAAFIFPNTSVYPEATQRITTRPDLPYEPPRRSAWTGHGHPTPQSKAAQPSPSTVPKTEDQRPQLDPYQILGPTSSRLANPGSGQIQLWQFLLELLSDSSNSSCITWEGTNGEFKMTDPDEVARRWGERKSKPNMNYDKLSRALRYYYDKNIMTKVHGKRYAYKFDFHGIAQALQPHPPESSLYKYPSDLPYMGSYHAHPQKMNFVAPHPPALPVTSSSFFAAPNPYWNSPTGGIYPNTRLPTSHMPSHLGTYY
#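 His-tagged ERG Ets domain (1 uM in the protein solution; 300mM KCl, 50mM Tris-HCl, 1mM EDTA, 1mM DTT, pH 7.5) received compound, then a probe mix of 5 nM fluorescein-DNA and 100nM Texas-615-DNA. Fluorescence polarization was read for both dyes.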
# Vif-APOBEC3G blk – inhibitors of Vif-APOBEC3G interaction; Q9HC16; HeLa A3G-eYFP + Vif (tagged APOBEC3G with the HIV-1 protein that degrades it), YFP fluorescence, overnight; Potency, µM (highest dose often 46.1 µM), inactives show at the highest dose activity, negative = active, most hits filed as inhibitors; 410,000 tested, 0.076% active;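 note: potency is the fitted concentration of half-maximal effect; % is set by controls: 0 for no effect and ±100 for the full control effect; nearly all actives have a fitted effect of over 60% in size; hits raise eYFP signal because A3G escapes Vif-driven loss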
# Target sequence (Q9HC16 whole entry, looked up): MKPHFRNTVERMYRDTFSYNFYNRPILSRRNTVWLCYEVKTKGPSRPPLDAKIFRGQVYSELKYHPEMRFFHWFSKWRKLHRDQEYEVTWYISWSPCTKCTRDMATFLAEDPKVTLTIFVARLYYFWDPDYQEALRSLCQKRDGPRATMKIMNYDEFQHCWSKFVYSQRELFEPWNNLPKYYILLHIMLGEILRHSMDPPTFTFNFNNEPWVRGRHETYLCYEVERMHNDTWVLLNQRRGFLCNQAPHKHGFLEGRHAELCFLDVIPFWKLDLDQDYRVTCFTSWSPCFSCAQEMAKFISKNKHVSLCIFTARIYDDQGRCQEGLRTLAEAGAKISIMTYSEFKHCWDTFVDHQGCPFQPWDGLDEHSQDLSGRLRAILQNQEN
#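 HeLa cells stably expressing Vif and C-terminally eYFP-tagged A3G, seeded overnight at 37 deg C, then exposed to compound by pintool overnight at 37 deg C. Rise in yellow fluorescence (Ex 488/Em 500-530, Acumen) marks blocked Vif-driven A3G degradation.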
# D2 agonist – agonists of human D2 dopamine receptor; 340,000 tested, 0.53% active; AID 485358; P14416; activation, % at 2 µM; HEK293 T-REx D2 cells, calcium flux agonist mode;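 active = activation over 3 SD above normal in the single-dose calcium agonist read, cut at about 30% in these data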; note: 0% is about no effect
#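 Agonism is scored from calcium flux in a force-coupled, inducible HEK293 cell line expressing D2, read kinetically for 180 s after compound addition against dopamine controls.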
# D2 antagonist – antagonizes the human D2 dopamine receptor | P14416 | HEK293 TREx D2 cells, calcium flux, dopamine EC80 | inhibition, % at 10 µM | 340,000 tested, 2% active; in the data active = inhibition above about 30%; note: 0% is about no effect
#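 Measurement of antagonist activity uses fluorescent calcium dye in inducible HEK293 T-REx D2 cells: 10 s baseline, compound addition with 180 s read, EC80 dopamine addition with a further 180 s read.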
# LDHA block – blocks human lactate dehydrogenase A | P00338 | 480,000 tested, 0.15% active | activity change, % (values are at about 110 or 230 µM) | purified LDHA, NADH/diaphorase-resazurin fluorescence; stronger effect = lower value; in the data active = activity change below about -30%; inconclusive = mostly about -25% to -30%;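 note: plate controls were DMSO wells for no effect and wells without enzyme for full effect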
#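 Resorufin fluorescence (ex540/em590), read at 0 and 20 min after diaphorase/resazurin addition, reports the NADH left after a 5 min room-temperature reaction of 2 nM human LDH5 with 0.06 mM NADH and 0.2 mM pyruvate.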
# Vif-APOBEC3F blk – inhibitors of Vif-A3F interaction | HeLa A3F-eYFP + Vif (tagged APOBEC3F with the HIV-1 protein that degrades it), YFP fluorescence increase | Potency, µM (series often up to 46.1 µM), for the others: at the highest dose activity, negative = active | 390,000 tested, 0.2% active | AID 602313; note: potency is the fitted concentration of half-maximal effect; % of control where 0% means no effect; nearly all actives have a fitted effect of over 65% in size
#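 HeLa cells stably expressing Vif plus C-terminally eYFP-tagged A3F were seeded, incubated overnight at 37 deg C, dosed with compound, incubated overnight again at 37 deg C. Yellow fluorescence (Ex 488/Em 500-530) reported blocked Vif-mediated A3F-eYFP degradation.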
# 12-LOX inh – ALOX12 (human) lipoxygenase inhibition | purified 12hLO, xylenol orange hydroperoxide absorbance | AID 1671190 | 580,000 tested, 1.1% active | Potency, µM (series often up to 108 µM), for inactives: at the top dose activity change, negative = inhibition, usual class: inhibitors | P18054; note: potency is the fitted concentration of half-maximal effect; % is set by controls: 0 for no effect and ±100 for the full control effect
#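 Hydroperoxide product was detected by ferrous iron/xylenol orange as the 573 to 405 nm absorbance ratio. Arachidonic acid at 40 uM (final) was turned over for 30 min at room temperature by 150 nM human 12hLO, pH 7.0 Hepes buffer, after 15 min compound preincubation.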
# RGS4 inhibitor – inhibitors of human regulator of G protein signaling 4; 390,000 tested, 0.039% active; Potency, µM (highest dose often 114 µM), for inactives: at the highest dose activity change, negative = inhibition, actives largely listed as inhibitors; Transcreener GDP fluorescence polarization, RGS4-accelerated GTP hydrolysis; AID 504845; note: potency is the fitted concentration of half-maximal effect; % is set by controls: 0 for no effect and ±100 for the full control effect; nearly all actives have a fitted effect of over 75% in size; some results filed as inactive show a strong effect at the top dose
# Target sequence (P49798 whole entry, looked up): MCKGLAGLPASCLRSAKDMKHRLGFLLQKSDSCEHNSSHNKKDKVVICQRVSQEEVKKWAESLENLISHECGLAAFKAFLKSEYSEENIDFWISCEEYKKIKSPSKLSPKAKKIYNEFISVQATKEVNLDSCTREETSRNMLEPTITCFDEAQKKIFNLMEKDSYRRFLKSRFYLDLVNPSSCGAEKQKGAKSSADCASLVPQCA
#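 MLSMR compounds (23 nl, pin-transferred) preincubated 10 min at room temperature with a 500nM (2x) first reagent, then RGS4 at 900nM (2x) plus Transcreener GDP mix added; fluorescence polarization (620/688 nm) read before and after 90 min at 30 °C.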
# Glioma ERSR ind – ER stress response induction in glioma | 420,000 tested, 0.02% active | U87-MG GRP78 promoter luciferase reporter, 16 h | Potency, µM, without a hit: at the top dose activation, actives largely listed as activators; note: potency is the fitted concentration of half-maximal effect; series mostly up to about 76 µM; % of control where 0% means no effect; nearly all actives have a fitted effect of over 35% in size
#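 Stably transfected U87-MG human glioma cells carrying a GRP78-based luminescent sensor were seeded at 1000 cells/well, pin-dosed with compounds and incubated 16 h. Luciferase reagent was then added, and end-point luminescence was read after 10 min at room temperature.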
# Active calls of the source: *; i = inactive; ? = inconclusive; . = no result given; [ ] = dose if it differs, or a comment. Unless noted, calls come from the whole dose curve; as a rule, active = well fitted curve in the direction sought with a large enough effect; inconclusive = small, poorly fitted or top-dose-only effect, or another doubt; inactive = no such curve, though single readings can be large; an effect the other way counts as inactive or inconclusive.
SMILES,ERG Ets-DNA blk,Vif-APOBEC3G blk,D2 agonist,D2 antagonist,LDHA block,Vif-APOBEC3F blk,12-LOX inh,RGS4 inhibitor,Glioma ERSR ind
Cc1cccc(N2CCN(S(=O)(=O)c3ccc(-c4cc(C)no4)s3)CC2C)c1 (configuration not stated),-5%,3%,-0.2,-5,-3,-2%,18%,-7%,-8%
Cc1cc(C)c(NC(=O)Cc2ccc(-n3cccc3)cc2)c(C)c1,-3%,0%,0.6,-3,-12,-7%,-22%,29%,0%
COc1cc(NC(=O)c2c3c(nc4ccccc24)C(=O)N(C2CCCCC2)C3)cc(OC)c1,2%,-5%,-0.2,.,4,1%,-28%,-6%,-1%
NS(=O)(=O)c1ccc(CNC(=O)c2ccc(Cl)cc2[N+](=O)[O-])cc1,4%,0%,1.3,9,-3,-8%,-20%,19%,-5%
CCCCCn1c(=O)c(F)cn(Cc2ccc(OC)c([N+](=O)[O-])c2)c1=O,-6%,-1%,0.7,0,-3,2%,0%,-18%,1%
Cc1nc(N2CCNCC2)c2c3c(sc2n1)CCCC3,15%,-1%,0.0,6,4,-2%,.,24%,-2%
C=CCNc1nnc(SC2CC(=O)N(c3ccc(OC)cc3)C2=O)s1 (configuration not stated),-2%,-1%,-0.7,4,-9,-13%,-2%,-22%,-5%
O=C(NCc1ccccc1Cl)c1cccc(OC2CCN(C(=O)C3CC3)CC2)c1,-1%,0%,0.4,17,-2,-2%,4%,-3%,-4%
CCc1ccc(C(C)NC(=O)c2cccs2)cc1 (configuration not stated),-3%,-9%,.,.,-3,-3%,0%,-4%,-5%
CCCCNC(=O)CCC(=O)Nc1ccc2nc(N3CCCCC3)cc(C)c2c1,8%,-5%,-0.2,6,-5,0%,10%,44%[11.4 µM],21%
Cc1cc(C)c(NC(=O)CCCOC(=O)C2=COCCO2)c(C)c1,-2%,-3%,0.0,-10,-5,8%,1%,-34%,-6%
O=C(CCCCn1c(=O)[nH]c2ccsc2c1=O)NCc1ccc2c(c1)OCO2,3%,-1%,-1.7,7,0,4%,15%,-15%,-3%
O=C(COc1ccccc1)NC(NC(=S)Nc1ccccc1C(=O)O)C(Cl)(Cl)Cl (configuration not stated),-1%,-1%,-0.9,3,-2,-3%,?,?,-5%
CC(C)C[C@H]1COCCS(=O)(=O)N1Cc1cccc(Cl)c1,13%,-1%,.,.,7,-4%,12%,15%,-3%
Cc1ccc(SC(C)C(=O)Nc2cccc(N(C)S(C)(=O)=O)c2)cc1 (configuration not stated),-4%,1%,-0.9,-6,2,-10%,0%,10%,-4%
CN1CCN(C(=O)c2cc3c(C(F)(F)F)nn(C)c3s2)CC1,-5%,0%,-0.2,-4,-2,.,149%[activator],4%,2%
O=C(COC(=O)Cc1c[nH]c2ccccc12)NCCc1ccccc1,-13%,-3%,0.0,-10,-3,7%,-13%,-5%,-3%
Cc1csc(=O)n1CC(=O)OCC(=O)NNC(=O)c1ccc(Cl)cc1,4%,0%,-0.4,1,-10,8%,3%,-36%,-3%
O=c1c2[nH]c3ccc(F)cc3c2ncn1CCN1CCOCC1,3%,1%,0.6,8,-10,-15%,12%,20%,-2%
Cc1sc(NC(=O)c2ccco2)c(C(c2cccnc2)N2CCN(c3ccc(F)cc3)CC2)c1C (configuration not stated),1%,-8%,0.2,-7,-8,3%,?,15%,-2%
CC(C)(C)c1ccc(CC(=O)N2CCC2(C)C(=O)NS(=O)(=O)c2ccc(F)cc2F)cc1 (configuration not stated),.,-2%,.,.,-4,.,?,.,-3%
CCOc1ccccc1NC(=O)C1CCN(c2ccc(S(=O)(=O)N3CCCC3)cc2)CC1,-3%,-4%,-0.7,-8,2,-11%,7%,-4%,2%
COCCCNC(=O)c1cnc2sc(N3CCCCCC3)nn2c1=O,0%,-6%,-1.0,.,-9,-7%,?,-6%,-2%
O=C(N/N=C/c1cccc(F)c1)NC1CCCCC1,9%,-9%,1.2,15,-18,-10%,-13%,-7%,1%
CCOC(=O)c1cc(-c2ccccc2)sc1N,-6%,-3%,-1.5,-3,-4,-2%,?,-50%,5%
O=C(COc1ccc(S(=O)(=O)N2CCOCC2)cc1)Nc1ccccc1Cl,-11%,1%,-0.2,-13,-2,-5%,2%,10%,-5%
COc1cc2oc(=O)cc(CN3CCN(c4ccc(Cl)c(Cl)c4)CC3)c2cc1Cl,.,-3%,.,.,-4,.,-12%,.,-3%
O=C(Nc1cnc2ccccc2c1)N1CCCCC1,5%,-4%,-1.7,-6,-7,-10%,482%[activator],-3%,-13%
CCCCCC(=O)OC(CN1CCCCCC1)CN1CCCC1=O (configuration not stated),110%[activator],?,-0.5,7,-4,3%,?,-16%,-3%
c1ccc(-c2nc(-c3ccc(-c4ccon4)s3)no2)cc1,-6%,-1%,1.7,1,-4,-16%,239%[activator],6%,2%
N/C(=N\OCC(=O)Nc1ccc(F)c(Cl)c1)c1ccccc1,9%,1%,.,.,-1,2%,-30%,-7%,0%
O=C(CCN1C(=O)C2C3C=CC(C4CC34)C2C1=O)Nc1ccc(Cl)cc1O (configuration not stated),2%,-2%,0.3,16,1,3%,i,-15%,-2%
Cc1c(CCNC(=O)c2ccc(Br)o2)sc2nc(-c3ccc(Cl)cc3)nn12,-7%,-9%,-0.5,.,3,18%,-23%,-27%,-5%
CCn1c(NCCO)nc2c(c1=O)C(C)(CC)Cc1ccccc1-2 (configuration not stated),-1%,-5%,1.7,5,2,-5%,0%,-15%,-2%
O=C(CCCc1nc(-c2ccc(Cl)cc2)no1)NCC1CCCO1 (configuration not stated),-5%,-1%,-0.1,19,-3,8%,0%,-26%,-3%
CCCCC1=CC2=CC(=O)C(C)(OC(=O)CC)C(=O)C2=CN1c1ccccc1 (configuration not stated),-1%,-5%,-0.3,-5,1,-3%,.,-14%,-3%
COc1ccc(S(=O)(=O)NCCc2sc(-c3ccccc3)nc2C)cc1OC,7%,-6%,0.3,.,-4,11%,-16%,-7%,-2%
Cc1nc2ccccc2n1S(=O)(=O)c1ccc(F)cc1,4%,1%,0.2,-16,0,-5%,-7%,3%,-1%
CCOc1ccc(-c2cn(CCC#N)cn2)cc1,.,0%,0.9,1,2,5%,4%,14%,5%
COc1ccccc1NC(=O)C1=C(C)Nc2ncnn2C1c1cccn1C (configuration not stated),6%,0%,0.5,.,-3,-3%,-17%,-11%,-2%
O=C(Nc1nnc([C@H]2C[C@H](O)[C@@H](CO)O2)s1)NC1CCCCC1,.,2%,.,.,-3,.,8%,.,0%
Cc1ccccc1-c1noc(C2CCCCC2)n1,-2%,-1%,0.1,-20,-2,-2%,-2%,-24%,-3%
C/C(=N\NC(=O)C1CC1)c1ccccc1O,9%,3%,2.7,-3,-1,-28%,9%,7%,3%
COc1ccccc1N1N=C(C(=O)c2ccccc2)C2C(=O)N(c3ccc(Br)cc3)C(=O)C21 (configuration not stated),34%[activator],-8%,5.0,-11,-3,?,-22%,-28%,-6%
COc1cccc(CN(C)C(=O)C(CCSC)NS(=O)(=O)c2ccc3c(c2)OCCO3)c1OC (configuration not stated),5%,-9%,.,.,-7,8%,-10%,-11%,0%
COC(=O)CSc1nnc(CNC(=O)c2ccccc2F)n1-c1ccccc1,2%,1%,6.3,0,0,8%,2%,-1%,-2%
CCOC(=O)Nc1c(C(=O)OC)[nH]c2cc(OC)ccc12,1%,?,0.2,1,-4,-1%,137%[activator],-10%,-4%
C=CCn1c(Cc2nc3ccccc3[nH]2)n[nH]c1=S,-6%,1%,-0.1,7,-5,-1%,-30%,-53%,1%
C=CCN(CC=C)C(=O)Cc1ccc(F)cc1,-6%,0%,0.0,31*,-16,-2%,0%,32%,-1%
Cc1ccc(NC(=O)C2CCN(C(=O)c3ccc(Cl)cc3)CC2)nc1,4%,4%,-0.9,-1,-2,-22%,?,-25%,0%
CC(=O)c1cccc(NC(=O)CNC(=O)c2cc3ccccc3o2)c1,-1%,-1%,0.3,-7,-14,1%,5%,25%,-5%
COc1ccc(CC(=O)NNC2=Nc3cccc4cccc2c34)cc1,-8%,-9%,0.3,27,-7,-13%,149%[activator],3%,-2%
Cc1nc2c(-c3ccc(F)cc3)c(C)nn2c(C)c1CCC(=O)NC(C)CCc1ccco1 (configuration not stated),8%,-11%,-0.6,-7,-5,3%,?,?,-1%
COCC(=O)N(Cc1cc2ccc(C)cc2[nH]c1=O)c1cccc(C)c1,14%,4%,0.0,4,-1,1%,?,-10%,-3%
CC1CCCN(S(=O)(=O)c2ccc(C(=O)Nc3nnc(C4CC4)o3)cc2)C1 (configuration not stated),11%,-1%,-2.3,1,0,?,-6%,1%,5%

# Quoted at random: two compounds from above.
SMILES,ERG Ets-DNA blk,Vif-APOBEC3G blk,D2 agonist,D2 antagonist,LDHA block,Vif-APOBEC3F blk,12-LOX inh,RGS4 inhibitor,Glioma ERSR ind
Cc1nc2c(-c3ccc(F)cc3)c(C)nn2c(C)c1CCC(=O)NC(C)CCc1ccco1 (configuration not stated),8%,-11%,-0.6,-7,-5,3%,?,?,-1%
C=CCN(CC=C)C(=O)Cc1ccc(F)cc1,-6%,0%,0.0,31*,-16,-2%,0%,32%,-1%

# Bioassay records as filed in PubChem.

# Some of the compounds tested (hit frequency here may not be typical).
